Screening data (PubChem BioAssay)
BRCA1 expr act: activators of BRCA1 expression | MCF7-BRCA1-FFLuc reporter, luminescence, 48 h; response scale: scaled: vehicle 0%, 10 µM genistein 100% | Potency, µM (doses to about 46.1 µM), inactives show at the highest dose activation, most hits filed as activators | 380,000 compounds, 1.1% hits; also: potency is read from the fitted curve at half-maximal effect; nearly all actives have a fitted effect of over 80% in size; some results filed as inactive show a strong effect at the top dose
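Cells: MCF7-BRCA1-FFLuc, 2000/well. Exposure: 48 h, 37 °C, 5% CO2. Read: luminescence, 15 min post-substrate. Controls: genistein 10 microM (maximal activation), DMSO (neutral).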
TRPV1 ag: activates the human vanilloid receptor TRPV1. Q8NER1. TRPV1-expressing cells, Fluo-8 calcium influx, agonist mode. activation, % at 8.33 µM. 320,000 compounds, 0.19% hits. AID 540275; in the data active = activation above about 80%; inconclusive = between about 30% and that limit; also: 0% is about no effect
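Fluo-8 calcium influx in TRPV1-expressing cells, kinetic read (ex 480/em 520 nm). Compound added and read 3 min for agonist activity, followed by capsaicin at EC20 final and 2 min further read for enhancement.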
FLuc modulator: firefly luciferase modulation, counter-screen for miR-21 project; P08659; 360,000 compounds, 6.9% hits; purified FLuc, Km substrates, luminescence inhibition; Potency, µM (titrated, usually from 57.5 µM), without a hit: top-dose activity change, negative = inhibition, usual class: inhibitors;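 also: potency is read from the fitted curve at half-maximal effect; plate controls were vehicle for no effect and reference inhibitor for full effect; nearly all actives have a fitted effect of over 55% in size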
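Purified P. pyralis luciferase (10nM final) with 10uM D-luciferin and 10uM ATP (Km levels) in 50mM Tris acetate pH 7.5, 10mM Mg acetate, 0.01% Tween-20, 0.05% BSA; qHTS 6-point titration, ~60 µM downward; luminescence read.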
VP16 counter: counter-screen for ROR gamma inhibitors: Gal4-VP16 reporter; Drosophila S2 Gal4-VP16 UAS-luciferase, luminescence, 20 h; Potency, µM (highest dose often 53.6 µM), for inactives: at the highest dose activity, negative = inhibition, hits mostly inhibitors; 310,000 compounds, 3.5% hits; AID 2546;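 also: Gal4-VP16 expression switched on by copper sulfate through the metallothionein promoter; potency is read from the fitted curve at half-maximal effect; % is scaled to controls: 0 for no effect and ±100 for the full control effect; nearly all actives have a fitted effect of over 50% in size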
ELG1 repair inh: inhibitors of ELG1-dependent DNA repair in HEK293T cells; HEK293T ELG1-luciferase reporter, luminescence, 16 h; DNA damage induced by 5-fluorouridine; Potency, µM (doses to about 46.1 µM), for the others: top-dose activity change, negative = inhibition, most hits filed as inhibitors; 330,000 compounds, 2.3% hits; also: potency is read from the fitted curve at half-maximal effect; % is scaled to controls: 0 for no effect and ±100 for the full control effect; nearly all actives have a fitted effect of over 55% in size
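Quantitative HTS, concentration-response format. 2,000 cells/well co-treated with 5-fluorouridine and compound, 16 hr in 5% CO2 at 37 °C; ONE-Glo luminescence read after 30 min.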
Tb PFK block: blocks T. brucei phosphofructokinase; T. brucei PFK, ADP-Glo luminescence; O15648; 330,000 compounds, 0.17% hits; Potency, µM (titrated, usually from 57.5 µM), for inactives: top-dose activity, negative = inhibition, usual class: inhibitors;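 also: potency is read from the fitted curve at half-maximal effect; 0% = uninhibited 1x PFK enzyme wells and -100% = no-enzyme wells; nearly all actives have a fitted effect of over 60% in size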
Target sequence (O15648 whole entry, looked up): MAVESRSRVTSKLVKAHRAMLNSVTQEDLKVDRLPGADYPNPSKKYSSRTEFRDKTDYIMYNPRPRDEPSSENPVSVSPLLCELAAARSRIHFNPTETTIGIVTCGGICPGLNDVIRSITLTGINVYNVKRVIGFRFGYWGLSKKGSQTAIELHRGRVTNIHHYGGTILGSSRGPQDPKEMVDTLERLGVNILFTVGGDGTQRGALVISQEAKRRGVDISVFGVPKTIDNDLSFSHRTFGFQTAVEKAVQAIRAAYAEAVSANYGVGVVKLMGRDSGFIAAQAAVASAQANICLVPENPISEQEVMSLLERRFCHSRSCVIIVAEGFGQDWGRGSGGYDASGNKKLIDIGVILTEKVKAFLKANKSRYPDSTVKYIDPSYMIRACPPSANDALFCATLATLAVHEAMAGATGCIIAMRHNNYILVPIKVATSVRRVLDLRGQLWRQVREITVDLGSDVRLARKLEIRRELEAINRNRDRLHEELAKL
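ADP-Glo luminescence quantified ADP after 45 min at room temperature, with 1.25 nM T. brucei PFK, 0.1 mM ATP and 0.5 mM fructose-6-phosphate in pH 8.0 TEA buffer. qHTS titrations up to 57 µM; curves classified by quality.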
ELG1 genotoxic: genotoxicity induction in ELG1-luciferase HEK293T cells | 330,000 compounds, 1.3% hits | AID 504466 | HEK293T ELG1-luciferase reporter, luminescence, 16 h | Potency, µM (highest dose often 46 µM), without a hit: at the top dose activity change, positive = activation, actives largely listed as activators; also: potency is read from the fitted curve at half-maximal effect; % of control where 0% means no effect; nearly all actives have a fitted effect of over 60% in size
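Cells (2,000/well) expressing the ELG1-luciferase fusion are dosed by pin tool and kept 16 hr at 37 °C, 5% CO2. Signal comes from ONE-Glo luciferase reagent after 30 min at room temperature.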
Rab9 promoter act: activators of Rab9 promoter; Huh7 Rab9 promoter-luciferase reporter, luminescence, 24 h; Potency, µM (highest dose often 9.22 µM), without a hit: at the highest dose activation, negative = inhibition, actives largely listed as activators; AID 485297; 320,000 compounds, 2.8% hits; also: potency is read from the fitted curve at half-maximal effect; % of control where 0% means no effect; nearly all actives have a fitted effect of over 60% in size
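Stable Rab9-luc Huh7, 1500 cells/well, 2 h settle; cmpd in DMSO, 24 h, 37 °C/5% CO2; luciferase reagent 10 min RT; luminescence.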
p53 reactivation: mutant p53 re-activation in reporter cells | H1299 p53-A138V BP100-luciferase reporter, luminescence, 24 h | Potency, µM (titrated, usually from 92.2 µM), inactives show at the highest dose activity change, positive = activation, hits mostly activators | 320,000 compounds, 0.063% hits; also: potency is read from the fitted curve at half-maximal effect; % of control where 0% means no effect; nearly all actives have a fitted effect of over 45% in size
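p53-null H1299 cells stably carrying temperature-sensitive p53-A138V and a BP100-luciferase reporter were pinned with compounds (4-point, 1:5 series) and held 24 hrs at 37 deg C. Luminescence was read 10 min after detection reagent.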
NPC1 promoter act: activates the NPC1 promoter. Potency, µM (series often up to 9.22 µM), without a hit: at the highest dose activation, hits mostly activators. Huh7 NPC1 promoter luciferase reporter, 24 h. 320,000 compounds, 2.4% hits. AID 485313;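 also: potency is read from the fitted curve at half-maximal effect; % of control where 0% means no effect; nearly all actives have a fitted effect of over 60% in size; reporter is driven by a mutant NPC1 promoter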
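Compounds in DMSO were transferred onto Huh7 NPC1-luciferase reporter cells pre-incubated 2 h; after 24 h at 37 °C, Amplite reagent was dispensed and luminescence recorded 10 min later.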
RORg inh: inhibitors of mouse ROR gamma transcriptional activity; AID 2551; Drosophila S2 Gal4-RORgamma UAS-luciferase reporter, 20 h; Potency, µM (doses to about 53.6 µM), inactives show at the highest dose activity change, negative = inhibition, usual class: inhibitors; P51450; 310,000 compounds, 5.4% hits; also: potency is read from the fitted curve at half-maximal effect; % is scaled to controls: 0 for no effect and ±100 for the full control effect; nearly all actives have a fitted effect of over 60% in size
Target sequence (P51450 whole entry, looked up, the tested form may be a part): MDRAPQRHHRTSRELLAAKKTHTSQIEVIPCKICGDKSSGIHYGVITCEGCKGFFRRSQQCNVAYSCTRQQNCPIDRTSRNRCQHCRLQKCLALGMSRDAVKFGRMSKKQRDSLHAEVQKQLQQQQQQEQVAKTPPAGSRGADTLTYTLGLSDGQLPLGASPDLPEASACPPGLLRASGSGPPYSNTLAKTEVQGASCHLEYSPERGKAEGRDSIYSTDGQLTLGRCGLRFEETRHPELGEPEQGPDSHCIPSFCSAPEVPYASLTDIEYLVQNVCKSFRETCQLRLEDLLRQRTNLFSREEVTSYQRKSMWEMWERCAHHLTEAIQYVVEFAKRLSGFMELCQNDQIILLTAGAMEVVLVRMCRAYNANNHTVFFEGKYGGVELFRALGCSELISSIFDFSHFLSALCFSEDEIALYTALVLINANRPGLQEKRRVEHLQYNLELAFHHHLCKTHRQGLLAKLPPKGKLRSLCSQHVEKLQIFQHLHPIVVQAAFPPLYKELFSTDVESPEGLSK
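Drosophila Schneider cells stably carrying a metallothionein-driven Gal4 DBD–ROR gamma fusion and a UAS-Photinus luciferase reporter were exposed to compound for 1 hr, then induced with copper sulfate (700 uM final) for 20 hr at ambient temperature before luminescence reading.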
* marks the source's active call; other numbers are inactive results; u = inconclusive; x = not tested or not shown; & = joins results of further samples; [ ] = another dose, or the depositor's remark. Unless noted, calls follow the shape of the dose curve; as a rule, active = well fitted curve in the direction sought with a large enough effect; inconclusive = small, poorly fitted or top-dose-only effect, or another doubt; inactive = no such curve, though single readings can be large; an effect the other way counts as inactive or inconclusive.

molecule	RORg inh	TRPV1 ag	p53 reactivation	ELG1 repair inh	Rab9 promoter act	FLuc modulator	ELG1 genotoxic	Tb PFK block	BRCA1 expr act	NPC1 promoter act	VP16 counter
CC(=O)NC(=S)Nc1ccc(NC(=O)COc2ccc(Cl)cc2)cc1	-33%	18	0%	6%	-4%	2%	-3%	-10%	4%	1%	0%
COc1cccc(C(=O)NCC(=O)N2CCC3(CC2)NCCc2[nH]cnc23)c1OC	-1%	-4	6%	u	-3%	-2%	1%	-1%	18%	-1%	-8%
O=[N+]([O-])c1cccc(-c2nc(Oc3ccc(Cl)cc3)c3ccccc3n2)c1	32%	-1	6%	8%	-2%	u	1%	1%	x	10%	-2%
O=C1/C(=C\c2ccco2)SC(=S)N1c1ccccc1	43%	5	18%	u	0%	-7%	16%	-15%	22%	0%	3%
CCN(CC)S(=O)(=O)c1ccc2c(c1)N(CC(=O)NCC1CCCO1)C(=O)CO2 (centres undefined)	-8%	4	4%	10%	-4%	-1%	-1%	-1%	-7%	-2%	3%
COCCN(C(=O)c1cc2c(s1)CCC2)c1c(N)n(CC(C)C)c(=O)[nH]c1=O	x	-2	0%	17%	2%	3%	1%	u	-6%	-4%	x
c1ccc(-c2nc(-c3ccccn3)nc(-c3ccccn3)n2)nc1	-40%	0	-2%	u	1%	-1%	-6%	2%	-11%	-4%	-14%
Cc1c(Cl)cccc1NC(=O)c1cc(S(=O)(=O)N2CCOCC2)cn1C	9%	4	x	0%	3%	6%	-2%	-8%	-24%	-3%	13%
C=CCn1c(SCC(=O)Nc2ccc3c(c2)OCO3)nnc1-c1ccccc1OC	34%	2	-3%	u	2%	-1%	-1%	-10%	-28%	13%	8%
CC(=O)Nc1nc(C)c(C(C)(C)C)s1	17%	-5	-2%	-3%	12%	-15%	2%	0%	0%	-2%	38%
C[C@H](NC(=O)c1nc[nH]c1C(=O)N1CCNCC1)C(=O)OC(C)(C)C	x	-1	1%	25%	-1%	-2%	u	3%	9%	18%	x
CCOc1cc(C2NC(=O)NC(O)(C(F)(F)F)C2C(=O)c2ccc(OC)cc2)ccc1O (centres undefined)	-1%	-2	1%	0%	-2%	6%	0%	5%	0%	0%	-4%
COc1ccc(C2=C(O)C(C)N(c3ccccc3)C2=N)cc1OC (centres undefined)	14%	12	-12%	8%	12%	-3%	0%	3%	11%	10%	2%
Cc1cc(C)n(CCc2nc(-c3ccc(C(C)(C)C)cc3)cs2)n1	u	1	11%	-6%	8%	-30%	10%	0%	-50%	-1%	u
CSC(=NC#N)N1CCN(c2c(C)cccc2C)CC1	11µM*	5	1%	-1%	-9%	5%	-6%	4%	-4%	-2%	14%[10 µM]
N#Cc1ccc(CSc2ncnc3c2cnn3Cc2ccccc2)cc1	19%	3	-1%	u	-4%	-1%	-27%	-3%	-27%	-3%	-7%
O=C1CC(Nc2ccc(N3CCOCC3)cc2)C(=O)N1C1CCCCC1 (centres undefined)	2%	-3	6%	3%	-3%	0%	1%	-4%	-12%	-8%	-5%
CC(=O)c1cccc(NC(=O)CC2S/C(=N/N=C3CCCCCC3)NC2=O)c1 (centres undefined)	10µM*	2	6%	-7%	-7%	4%	-2%	-1%	-9%	-1%	-26%
CCCCn1c(N)c(N(CC)C(=O)c2cccc(C)c2)c(=O)[nH]c1=O	8%	0	-1%	5%	3%	0%	-4%	3%	-16%	-1%	-5%
COc1cc(/C=C/C(=O)C2C(=O)C=C(C)OC2=O)cc(OC)c1O (centres undefined)	-47%	-1	19%	2.6µM*	-7%	-17%	1%	1%	-77%	-4%	-9%

Some of the entries so far, with values under each structure:
The line under a structure holds: RORg inh, TRPV1 ag, p53 reactivation, ELG1 repair inh, Rab9 promoter act, FLuc modulator, ELG1 genotoxic, Tb PFK block, BRCA1 expr act, NPC1 promoter act, VP16 counter
Cc1cc(C)n(CCc2nc(-c3ccc(C(C)(C)C)cc3)cs2)n1
 : u, 1, 11%, -6%, 8%, -30%, 10%, 0%, -50%, -1%, u
N#Cc1ccc(CSc2ncnc3c2cnn3Cc2ccccc2)cc1
 : 19%, 3, -1%, u, -4%, -1%, -27%, -3%, -27%, -3%, -7%
CC(=O)c1cccc(NC(=O)CC2S/C(=N/N=C3CCCCCC3)NC2=O)c1 (centres undefined)
 : 10µM*, 2, 6%, -7%, -7%, 4%, -2%, -1%, -9%, -1%, -26%

(list continues)
molecule	RORg inh	TRPV1 ag	p53 reactivation	ELG1 repair inh	Rab9 promoter act	FLuc modulator	ELG1 genotoxic	Tb PFK block	BRCA1 expr act	NPC1 promoter act	VP16 counter
Cc1nc([N+](=O)[O-])cn1Cc1cccc([N+](=O)[O-])c1	-1%	-1	6%	4%	0%	6%	-2%	-10%	5%	1%	3%
Cc1cccc(NC(=O)c2sc(Cl)nc2-c2ccccc2)c1	6%	2	-1%	7%	10%	-1%	3%	-3%	-73%	7%	-2%
Cc1cc(NC(=O)CCS(=O)(=O)c2nc(-c3ccccc3)cc(C(F)(F)F)n2)no1	-4%	7	-24%	u	0%	3%	-1%	-22%	-94%	-2%	7%
CCOC(=O)c1c(C)n(-c2ccc(C)cc2)c2c(CC(C)=O)c(Br)c(OC)c(O)c12	28%	-1	-2%	u	-1%	1%	1%	2%	-2%	-4%	0%
COC(=O)C1=C(O)CSC1=Nc1cccc(C(F)(F)F)c1	37%	1	-6%	-6%	-4%	5%	1%	-8%	-26%	-2%	-2%
CCC1=C(OC(=O)N(CC)CC)N2C(=O)OC(=NCCc3c[nH]c4ccccc34)[C@]2(Cc2ccccc2)[C@H]2C1=CC[C@H]1C(=O)N(CC(=O)OC)C(=O)[C@H]12	24%&6%	2	-2%	-1%	-5%	0%	-7%	-3%	-51%	-6%	-4%&-5%
O=C(c1ccc([N+](=O)[O-])cc1)N1CCSC1c1cccc(Cl)c1 (centres undefined)	38%	12	7%	0%	-3%	4%	-5%	-4%	1%	-3%	0%
CSc1nc(Cl)cc(N(CCO)CCO)n1	0%	3	1%	-27%	2%	8%	-1%	1%	8%	2%	-4%
O=C(c1c(F)cccc1F)N1CCC(O)(c2ccc(F)cc2)CC1	10%[1.91 µM]	0	x	-5%	1%	1%	-4%	0%	12%	-2%	16%
COC(=O)c1ccccc1NC(=O)CSc1nnc(-c2cccc(NC(C)=O)c2)n1C	1%	-1	-6%	-2%	-4%	3%	6%	2%	-1%	-5%	3%
CCn1c(CSCc2ccc(Cl)cc2)n[nH]c1=S	2.2µM*	3	0%	u	-1%	-17%	-6%	-3%	-6%	-1%	7.1µM*
Cn1c(=O)cc(OCCCC(=O)NCCCN2CCN(Cc3ccccc3)CC2)c2ccccc21	-28%	2	-19%	u	-7%	11%	3%	1%	-44%	-5%	-2%
O=C(Nc1ccc2oc(-c3cccnc3)nc2c1)c1cc2ccccc2o1	-1%	-1	1%	18µM*	3%	u	-18%	0%	37%	9%	-8%
Cc1sc(N/N=C/c2cccnc2)nc1-c1ccc(Cl)cc1	-43%	-4	-1%	-4%	-4%	-1%	u	3%	12%	0%	5%[0.365 µM]
O=C(NCC(c1cccs1)N1CCOCC1)c1ccc([N+](=O)[O-])cc1 (centres undefined)	-22%	-3	11%	-6%	0%	-1%	2%	7%	-6%	2%	16%
CC(C)C(NS(=O)(=O)c1ccc2c(c1)OCCCO2)C(=O)O (centres undefined)	12%	-3	11%	u	-6%	-15%	-2%	1%	6%	-4%	-4%
CC(=O)c1sc(-c2ccc(Cl)cc2)nc1C	9%	1	7%	u	u	u	u	-4%	55%	26%	9%
O=S(=O)(c1ccc(Nc2ccc(-c3ccc4c(c3)OCCO4)nn2)cc1)N1CCCC1	9%	-4	2%	u	20%	5.4µM*	2%	-5%	-44%	17%	1%
O=C(CCN1CCN(S(=O)(=O)c2cccc([N+](=O)[O-])c2)CC1)Nc1ccccc1F	0%	3	22%	8%	-1%	0%	0%	-12%	11%	1%	-9%
CSCCC(C(=O)OC1CCOC1=O)N1C(=O)c2ccccc2C1=O (centres undefined)	6%	0	-1%	-7%	-1%	5%	-1%	6%	-5%	0%	-1%
O=C1N=c2ccccc2=C1c1sc(=S)n(CC2CCCO2)c1O (centres undefined)	-36%	6	0%	0%	-1%	0%	-3%	-4%	-24%	0%	8%
Cc1nc(NC(=O)c2ccc(OCC(C)C)cc2)sc1Cc1ccc2c(c1)OCO2	u	0	5%	-6%	u	21µM*	-3%	-4%	30%	18%	u
